# Chronic BCR inh = qHTS Assay to Find Inhibitors of Chronic Active B-Cell Receptor Signaling | AID 493014, 2011 | Potency, µM (series often up to 46.1 µM), without a hit: at the highest dose ratio change, negative = lower green/red ratio, most hits filed as inhibitors | hit rate 0.05% among 340,000 | ABC-DLBCL IkBa-CBG/CBR reporter, luminescence ratio, 4 h; active means well fitted inhibition curve with a large enough effect in the signal ratio, with a control signal flat, not every such curve was filed as active; inconclusive means small, poorly fitted or top-dose-only effect, or effect the other way, or a change in a side signal; the % refers to the signal ratio;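 further: potency means the concentration at half of the fitted maximal effect; plate controls were basal doxycycline-induced cells for no effect and cells given 10 µM MG132 for full effect; MG132 reads +100%, hits lower the ratio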
#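 Concentration-response series (up to 46 uM) were applied to TMD8 dual-reporter cells for 4 h at 37C with doxycycline. Green/red ratio, after filter-overlap correction, defined %Activity; red signal alone was normalised to basal cells and zero luminescence.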
# FBPA coupling cs = qHTS Assay for Inhibitors of Fructose-1,6-bisphosphate Aldolase from Giardia Lamblia: Coupling assay counterscreen | hit rate 0.67% among 290,000 | coupling enzyme system counterscreen, AmpLite Red fluorescence | activity change, negative = inhibition, % at 58.2 µM, hits read low; in the data active means activity change below about -30%; further: on the % scale 0 is the no-effect control and ±100 the full control effect
#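 First, compound is pin-transferred into glyceraldehyde-3-phosphate coupling-enzyme reagent at 57.5 uM final and held 10 min at RT. Next, substrate, coupling system and AmpLite Red are added. After 20 min RT, fluorescence (525/598 nm) is read.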
# Tb PFK block = qHTS Assay to Find Inhibitors of T. brucei phosphofructokinase; ATP-dependent 6-phosphofructokinase (Trypanosoma brucei brucei), O15648; T. brucei PFK, ADP-Glo luminescence; Potency, µM (top dose mostly 57.5 µM), for inactives: at the highest dose activity, negative = inhibition, most hits filed as inhibitors; hit rate 0.17% among 330,000; AID 485367, 2010;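 further: potency means the concentration at half of the fitted maximal effect; 0% = uninhibited 1x PFK enzyme wells and -100% = no-enzyme wells; nearly all actives have a fitted effect of over 60% in size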
#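 1.25 nM PFK with 0.5 mM F6P and 0.1 mM ATP in 0.1 M TEA pH 8.0, 5 mM MgCl2, incubated 45 min at room temperature; ADP measured by ADP-Glo luminescence; compounds titrated up to 57 uM.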
# PTAP TSG101 blk = qHTS Assay for Iinhibitors of HIV-1 Budding by Blocking the Interaction of PTAP/TSG101; Tumor susceptibility gene 101 protein (Homo sapiens), Q99816; Fluorescence polarization, FITC-PTAP peptide / Tsg101 binding; Potency, µM (series often up to 115 µM), for inactives: at the top dose activity change, negative = inhibition, most hits filed as inhibitors; 340,000 tested, under 10 active; active means well fitted inhibition curve with a large enough effect in the main read-out, with a control signal flat, not every such curve was filed as active; inconclusive means small, poorly fitted or top-dose-only effect, or effect the other way, or a change in a side signal; inactive means no such curve, though single readings can be large or run the other way; further: potency means the concentration at half of the fitted maximal effect; % of control where 0% means no effect
# Target sequence (Q99816 whole entry, looked up): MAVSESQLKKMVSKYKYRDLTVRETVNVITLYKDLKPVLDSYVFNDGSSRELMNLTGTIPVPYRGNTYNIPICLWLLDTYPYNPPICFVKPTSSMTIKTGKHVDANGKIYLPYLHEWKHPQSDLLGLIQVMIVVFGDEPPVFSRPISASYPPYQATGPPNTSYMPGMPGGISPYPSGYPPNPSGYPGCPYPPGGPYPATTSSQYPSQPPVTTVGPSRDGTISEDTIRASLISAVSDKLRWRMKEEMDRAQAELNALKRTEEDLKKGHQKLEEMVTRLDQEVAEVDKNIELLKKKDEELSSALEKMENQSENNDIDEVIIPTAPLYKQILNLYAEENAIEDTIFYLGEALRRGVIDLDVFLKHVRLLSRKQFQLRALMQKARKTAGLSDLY
#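 Fluorescence polarization binding of Tsg101 binding domain (10 uM final) to FITC-labeled PTAP peptide (50 nM final) in HEPES pH 7.5 buffer with NaCl, Tween 20, EDTA, TCEP. Compounds added before peptide; binding 20 min at RT.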
# ASM inhibitor = Inhibitors of Secretory Acid Sphingomyelinase (S-ASM): qHTS; placental ASM, HMU-PC fluorogenic substrate, 60 min; Potency, µM (highest dose often 57.5 µM), for inactives: at the top dose activity change, negative = inhibition, actives largely listed as inhibitors; hit rate 0.006% among 340,000; further: potency means the concentration at half of the fitted maximal effect
#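 Steps: dispense placental human ASM, pin compound, wait 10 min at room temperature, add HMU-PC0 substrate at 9 uM final, incubate 60 min at 37 °C, add stop solution raising pH to 10, read fluorescence.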
# B2AR arrestin = qHTS assay of beta-arrestin-biased ligands of beta2-adrenergic receptor. Beta-2 adrenergic receptor (Homo sapiens), P07550. beta-arrestin recruitment to beta2AR, cell-based reporter. Potency, µM (top dose mostly 46.1 µM), inactives show at the highest dose activation, most hits filed as activators. hit rate 0.02% among 330,000;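 further: potency means the concentration at half of the fitted maximal effect; 0% = DMSO controls and full agonism = EC100 isoproterenol or metaproterenol; nearly all actives have a fitted effect of over 65% in size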
# a7 integrin act = qHTS for Activators of Integrin-Mediated Alleviation for Muscular Dystrophy | alpha7betagal myoblasts, beta-gal FDG fluorescence, 48 h | Potency, µM (doses to about 38.3 µM), for inactives: at the highest dose activation, usual class: activators | hit rate 0.064% among 350,000;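 further: potency means the concentration at half of the fitted maximal effect; 100% = response of the positive control SU9516; nearly all actives have a fitted effect of over 60% in size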
#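 Alpha7betagal+/- myoblasts (passage 13) were plated 16-24 hr, then exposed to compounds (1:260 dilution of DMSO stock) for 48 hours at 37C. After MPER lysis, β-galactosidase reporter activity was read as FDG fluorescence (ex 480/em 540) after 30 minutes.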
# Giardia killer = Small Molecules that selectively kill Giardia lamblia: qHTS | AID 540267, 2011 | Giardia lamblia trophozoite viability | hit rate 0.15% among 340,000 | activity change, % at 7.66 µM, hits read low; in the data active means activity change below about -80%; inconclusive means between about -30% and that limit;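 further: parasites exposed to compound for two days anaerobically before the ATP read; on the % scale 0 is the no-effect control and ±100 the full control effect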
#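 Compounds were tested on trophozoites seeded at 100 cells/well and held 48 hrs at 37 deg C anaerobically. An ATP-based luminescent kit measured the remaining live cells.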
# GALK inhibitor = qHTS Assay for Inhibitors of Human Galactokinase (GALK). P51570. Purified GALK, Kinase-Glo residual ATP luminescence. Potency, µM (doses to about 57.5 µM), inactives show top-dose activity change, negative = inhibition, most hits filed as inhibitors. hit rate 0.007% among 270,000. AID 1868, 2009; further: potency means the concentration at half of the fitted maximal effect; on the % scale 0 is the no-effect control and ±100 the full control effect
#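 Compounds were pin-transferred into ATP buffer (35 uM final), then GALK plus galactose (5 nM, 100 uM final) was added. After 1 h at room temperature, Kinase-Glo Plus was added and luminescence read after 10 min.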
# Menin-MLL TR inh = qHTS Assay for Inhibitors Targeting the Menin-MLL Interaction in MLL Related Leukemias: Competition With Texas Red Labeled MLL-derived Mutant Peptide; O00255; Potency, µM (highest dose often 61.6 µM), for the others: top-dose FP activity change, negative = inhibition, actives largely listed as inhibitors; Menin + Texas Red MLL mutant peptide, fluorescence polarization; hit rate 0.23% among 270,000; active means well fitted inhibition curve with a large enough effect in the polarisation, with a control signal flat, not every such curve was filed as active; inconclusive means small, poorly fitted or top-dose-only effect, or effect the other way, or a change in a side signal; inactive means no such curve, though single readings can be large or run the other way; the % refers to the polarisation; further: potency means the concentration at half of the fitted maximal effect; % of control where 0% means no effect; many of its hits are not listed in these tables
# Target sequence (O00255 whole entry, looked up): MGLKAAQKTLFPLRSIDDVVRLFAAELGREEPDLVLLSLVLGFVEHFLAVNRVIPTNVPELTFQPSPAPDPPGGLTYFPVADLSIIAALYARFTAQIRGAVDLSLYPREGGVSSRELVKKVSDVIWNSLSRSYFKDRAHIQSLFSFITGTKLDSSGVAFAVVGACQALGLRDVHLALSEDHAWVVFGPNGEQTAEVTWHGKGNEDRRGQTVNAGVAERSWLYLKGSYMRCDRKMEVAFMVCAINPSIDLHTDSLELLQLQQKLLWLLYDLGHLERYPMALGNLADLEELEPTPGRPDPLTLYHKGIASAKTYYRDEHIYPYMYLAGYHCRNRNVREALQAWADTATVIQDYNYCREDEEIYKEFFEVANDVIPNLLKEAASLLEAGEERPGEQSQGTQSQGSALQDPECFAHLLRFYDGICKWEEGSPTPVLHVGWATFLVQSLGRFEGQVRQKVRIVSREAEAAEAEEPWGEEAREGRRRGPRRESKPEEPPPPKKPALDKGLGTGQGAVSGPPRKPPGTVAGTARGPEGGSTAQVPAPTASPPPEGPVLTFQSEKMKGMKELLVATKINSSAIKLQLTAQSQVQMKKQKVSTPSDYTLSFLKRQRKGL
# PKM2 act = qHTS Assay for Activators of Human Muscle isoform 2 Pyruvate Kinase. Pyruvate kinase PKM (Homo sapiens), P14618. purified PKM2, Kinase-Glo ATP luminescence, activation; response scale: 0% is enzyme alone, no compound. Potency, µM (series often up to 57.5 µM), without a hit: at the top dose activation, actives largely listed as activators. hit rate 0.34% among 260,000. AID 1631, 2009; further: potency means the concentration at half of the fitted maximal effect; on the % scale 0 is the no-effect control and ±100 the full control effect; nearly all actives have a fitted effect of over 55% in size
#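 Kinase-Glo luminescence reports ATP generated from ADP (0.1 mM) and PEP (0.5 mM) by purified hPK-M2 after 1 h at room temperature, pH 7.2 imidazole buffer; intermediate enzyme activity allows detecting inhibitors and activators.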
# Active calls of the source: *; ? = inconclusive; · = no result given; [ ] = another dose, or the depositor's remark. Unless noted, the call rests on the fitted dose curve; in most records, active means well fitted curve in the direction sought with a large enough effect; inconclusive means small, poorly fitted or top-dose-only effect, or another doubt; inactive means no such curve, though single readings can be large; an effect the other way counts as inactive or inconclusive. An excerpt, so the mix of outcomes need not match the whole.
SMILES,Chronic BCR inh,FBPA coupling cs,Tb PFK block,PTAP TSG101 blk,ASM inhibitor,B2AR arrestin,a7 integrin act,Giardia killer,GALK inhibitor,Menin-MLL TR inh,PKM2 act
CN(C)CC(O)COc1cccc(OCC(O)CN(C)C)c1 (centres undefined),-7.2%,0.0,-5.6%,-1.6%,-0.6%,-0.8%,-15.2%,-19.0,2.6%,-6.3%,-2.0%
COc1ccccc1CNC(=O)COC(=O)/C=C/c1cccs1,1.0%,-0.3,-2.6%,-1.2%,-2.1%,-1.2%,3.2%,-5.1,0.7%,-10.2%,-6.8%
CCCCC(=O)Nc1cc(OCC)c(NC(=O)c2ccccc2[N+](=O)[O-])cc1OCC,11.4%,-0.3,0.0%,-2.1%,-5.7%,0.1%,-23.1%,5.6,2.9%,-0.5%,0.7%
CCOC(=O)C(C)(C)N(Cc1cccc(C)c1)S(=O)(=O)c1ccc(Cl)c([N+](=O)[O-])c1,?,-3.8,8.0%,-1.3%,-6.7%,-0.1%,-53.2%[inhibitor],10.6,-0.1%,-11.7%,-9.7%
O=C(Oc1cccc2c(=O)[nH]ccc12)c1ccccc1,2.6%,0.5,0.8%,-3.3%,-1.1%,0.4%,-9.9%,7.2,1.6%,5.5%,-15.4%
COc1ccccc1Nc1ncnc2c1c(C)c(C)n2CCCN(C)C,0.9%,1.9,20.8%,0.5%,-1.1%,0.4%,-80.4%[inhibitor],-2.6,-0.3%,?,·
O=S(=O)(c1ccc(NC(=S)N/N=C/c2cccc(Oc3ccccc3)c2)cc1)N1CCOCC1,-0.9%,-1.2,2.8%,-2.3%,-8.2%,-0.2%,6.2%,0.3,-1.4%,?,-1.4%
CCOc1ccc(NC(=O)CN(C)C(=O)c2cc(S(=O)(=O)N3CCCCC3)ccc2Cl)cc1OCC,-1.1%,·,13.9%,-3.8%,-0.5%,0.1%,-3.6%,0.4,·,·,·
c1ccc(Cn2nnnc2C(c2ccccc2)N2CCN(c3nc4ccccc4s3)CC2)cc1 (centres undefined),-0.2%,1.0,-4.1%,-4.2%,-7.6%,0.2%,-19.0%,27.5,3.9%,-0.4%,0.6%
COc1ccc(NC(=O)CC2C(=O)N(C)C(=S)N2Cc2ccncc2)cc1 (centres undefined),?,-0.4,3.8%,-0.7%,-1.3%,-0.8%,-16.9%,-0.8,-3.6%,3.2%,-35.1%
Cc1cccc(NC(=O)c2ccc(CN3CCN(Cc4ccccc4)CC3)cc2)c1,?,6.0,-2.1%,-3.9%,0.4%,-0.6%,7.4%,21.7,5.3%,-13.5%,-8.7%
COc1cc(/C=N/N=C2/C(=O)Nc3ccccc32)cc(OC)c1O,-12.4%,-1.1,-10.3%,0.0%,-2.9%,0.0%,3.4%,20.6,2.1%,-3.9%,0.5%
Cc1cc(OCC(=O)OCC(=O)Nc2cccnc2Cl)ccc1Cl,4.5%,·,-2.3%,-4.5%,-2.1%,-0.1%,-5.1%,8.1,·,·,·
CCOc1ccc2nc(NC(=O)CSc3cn[nH]n3)sc2c1,?,-0.3,-3.7%,-1.8%,-2.1%,0.5%,29.4%,-19.8,0.7%,10.3%,2.9%
Cc1oc(-c2cccs2)nc1CN1CCC(c2ccccc2)CC1,10.5%,2.9,-1.4%,0.1%,3.0%,-0.6%,-15.1%,-5.9,7.0%,?,-1.9%
COc1ccc(N2CCN(Cc3cc(=O)oc4c3ccc3ccccc34)CC2)cc1,1.5%,-3.0,2.6%,·,·,-0.3%,·,·,2.6%,-7.3%,-2.1%
CC1=NN(C(N)=S)C(=O)C1N=Nc1cccc2ccccc12 (centres undefined),?,0.4,-1.2%,·,·,?,·,·,5.9%,?,-2.3%
O=C(Nc1nnc(CC(c2ccccc2)c2ccccc2)s1)c1ccco1,10.3%,2.0,0.9%,-6.3%,0.1%,-0.2%,8.9%,-21.8,-1.3%,-0.9%,8.9%
COc1cc2nc(NC(=O)c3ccc(Cl)cc3)sc(=O)c2cc1OC,4.7%,0.4,-2.8%,1.6%,16.3%,-0.4%,-2.1%,-7.3,0.3%,10.9%,·
O=C(CN1CCCCCCC1)Nc1cccc(Cl)c1Cl,-15.7%,-0.8,-1.0%,-3.5%,1.5%,-0.1%,0.0%,-10.9,-2.3%,?,-8.2%
CSc1nnc(NC(=O)c2ccc(C)c(S(=O)(=O)N3CCOCC3)c2)s1,3.3%,3.1,2.1%,-2.6%,3.5%,-0.3%,27.1%,-11.3,0.3%,8.8%,-0.5%
Cn1cc(C(=O)C(=O)N2CCOCC2)c2ccccc21,-17.0%,·,-0.5%,-5.9%,3.7%,-1.0%,2.4%,-3.2,6.0%,·,1.4%
NC(=O)COC(=O)c1cccc(S(=O)(=O)N2CCCCC2)c1,0.2%,-1.7,1.0%,-3.4%,2.3%,0.1%,13.8%,-0.4,-5.9%,0.2%,2.5%
Cc1n[nH]c(C)c1S(=O)(=O)N1CCCC(C(=O)Nc2ccc(Br)cc2)C1 (centres undefined),-0.3%,·,-2.9%,3.5%,490.1%,0.2%,?,-2.7,0.9%,·,·
O=C(c1ccccc1Cc1ccccc1)N1CCN(S(=O)(=O)c2ccccc2Br)CC1,?,·,2.0%,-0.8%,-2.1%,-0.1%,1.0%,-8.9,·,·,·
# (further entries)
SMILES,Chronic BCR inh,FBPA coupling cs,Tb PFK block,PTAP TSG101 blk,ASM inhibitor,B2AR arrestin,a7 integrin act,Giardia killer,GALK inhibitor,Menin-MLL TR inh,PKM2 act
O=C(NCCCN1CCOCC1)c1ccccc1N1C(=O)[C@@H]2Cc3c([nH]c4ccccc34)C(c3cccc(Cl)c3)N2C1=O (some centres undefined),6.4%,0.9,5.9%,0.7%,-3.1%,0.0%,6.6%,26.8,·,1.1%,2.0%
C/C(N)=C(/C#N)C(=O)COC(=O)C1CCC(C(C)(C)C)CC1 (centres undefined),14.4%,-2.3,5.0%,-3.2%,-11.1%,-0.1%,-46.1%[inhibitor],-13.7,0.2%,12.9%,3.8%
c1cc2c(cc1C1=Nn3c(nnc3C3CCCCC3)SC1)OCO2,?,0.1,3.3%,-0.2%,-7.9%,-0.1%,-27.1%,28.9,2.7%,?,3.5%
COc1ccc(/C=C/C(=O)Nc2ccc(-n3nncc3-c3ccccc3)cc2)cc1OC,?,0.0,-3.5%,-3.6%,-12.9%,0.4%,11.6%,-7.2,-0.1%,-11.8%,4.9%
Cc1ccc(NC(=O)c2ccc(C(=O)c3ccccc3)cc2)nc1,-11.5%,·,2.4%,-2.9%,0.2%,0.3%,0.0%,7.1,·,·,·
CCOC(=O)C1=C(N)Oc2cc(O)ccc2C1c1ccc(C)cc1 (centres undefined),?,0.5,-8.9%,-0.8%,-11.5%,3.6%,8.1%,-19.4,4.6%,23.8%,-1.7%[11.5 µM]
CN(C)C(=S)Nc1ccc([N+](=O)[O-])cc1,-2.4%,-5.0,1.3%,2.2%,-1.1%,3.9%,-13.5%,0.8,1.3%,-5.8%,15.4%
Cc1cccc(C(=O)NN2S(=O)(=O)c3ccccc3S2(=O)=O)c1,?,-0.1,3.5%,-1.4%,2.8%,-0.1%,3.1%,-12.9,0.7%,-1.8%,-1.3%
CC(C)Oc1cccc(C(=O)NC(=S)Nc2ccc3c4c(cccc24)CC3)c1,-17.2%,-1.4,-0.1%,4.3%,-2.7%,-0.4%,-27.8%,18.2,2.1%,19.5%,2.2%
COc1ccccc1CN(C)C(=O)CN1C(=O)c2ccccc2C1=O,-0.8%,1.6,0.3%,-2.0%,1.6%,-1.2%,-3.9%,5.7,-0.1%,-14.1%,-2.3%
Cc1ccc(-c2nn(C)c(=O)c3ccccc23)cc1CNC(=O)c1ccccc1,1.2%,-10.9,-1.8%,-3.7%,-4.1%,-0.8%,23.1%,13.8,·,·,-0.8%
